High-throughput results: PubChem BioAssay, several laboratories
DUSP3 inh = inhibitors of human VHR1 phosphatase (DUSP3) | recombinant VHR phosphatase, pNPP absorbance | inhibition, % at 13.3 µM | P51452 | hit rate 0.52% among 290,000; in the data active = inhibition above about 50%; also: some compounds called inactive have numbers as strong as hits
Target sequence (P51452 whole entry, looked up): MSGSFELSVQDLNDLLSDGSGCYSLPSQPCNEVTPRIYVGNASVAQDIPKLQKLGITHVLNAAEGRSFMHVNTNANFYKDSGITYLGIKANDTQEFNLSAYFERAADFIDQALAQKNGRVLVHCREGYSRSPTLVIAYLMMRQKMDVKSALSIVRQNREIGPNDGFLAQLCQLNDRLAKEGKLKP
PfHsp40 rescue = restores yeast growth despite PfHsp40 toxicity; S. cerevisiae expressing PfHsp40, growth rescue, ATP luminescence; growth rescue, % at 12.5 µM; hit rate 0.68% among 340,000; in the data active = growth rescue above about 28%, passing the limit was not always enough;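 also: yeast W303a lacking pdr1 and pdr3 grown in galactose medium; growth measured after three days at 30 °C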
CCHF vOTU inh = blocks the CCHF virus ovarian tumor domain protease | CCHFV vOTU protease, Pep-AMC fluorescence | inhibition, % at 11.5 µM | hit rate 0.55% among 370,000 | AID 651958; in the data active = inhibition above about 30%; also: 0% = vehicle wells with enzyme and 100% = no enzyme wells
Y pestis TopoI = blocks Yersinia pestis topoisomerase I activity; hit rate 0.064% among 360,000; activity, % at 10 µM; AID 504884; Y. pestis Topo-I cleavage product accumulation, plate reader; in the data active = activity above about 50%, passing the limit was not always enough; also: inactives centre near 2
SARS 3CLpro inh = SARS-CoV 3CLpro protease inhibition; P0C6X7; recombinant SARS-CoV 3CLpro, quenched FRET peptide cleavage; inhibition, % at 6 µM; hit rate 0.14% among 290,000; AID 1706; in the data active = inhibition above about 12%
TcdB GH inh = blocks C. difficile toxin B glycohydrolase activity; P18177; TcdB glycohydrolase enzymatic assay, plate reader; inhibition, % at 9.99 µM; hit rate 0.24% among 350,000; AID 652162; in the data active = inhibition above about 10%
SSB-PriA inh = K. pneumoniae PriA-SSBct interaction inhibition; AlphaScreen SSBct-PriA binding, biotinylated peptide; inhibition, % at 33 µM; hit rate 0.6% among 430,000; AID 1272365; in the data active = inhibition mostly above about 37%, no sharp cut-off; inactive = mostly below about 20%;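 also: plate controls were negative control peptide for no effect and reference peptide for full effect; strong numbers were not always called active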
BoNT-A LC inh2 = blocks Botulinum neurotoxin A light chain protease; multiplex microsphere protease substrate cleavage, flow cytometry; inhibition, % at 10 µM; hit rate 0.17% among 360,000; also: plate controls were buffer without enzyme for full effect and enzyme alone for no effect
Vc quorum ag = quorum light induction in luxS cqsA deficient V. cholerae. hit rate 0.16% among 350,000. V. cholerae BH1578 lux reporter, luminescence, 6 h. activation, % at 18.7 µM; in the data active = activation mostly above about 9.7%, no sharp cut-off; also: not every result past the cut was called active; inactives centre near 0; reference of the scale not given here
Anthrax LF inh2 = anthrax lethal factor protease inhibition; inhibition, % at 10 µM; multiplex microsphere protease cleavage assay, LF; hit rate 0.12% among 360,000; also: plate controls were buffer without enzyme for full effect and enzyme alone for no effect
Target sequence (P15917 whole entry, looked up): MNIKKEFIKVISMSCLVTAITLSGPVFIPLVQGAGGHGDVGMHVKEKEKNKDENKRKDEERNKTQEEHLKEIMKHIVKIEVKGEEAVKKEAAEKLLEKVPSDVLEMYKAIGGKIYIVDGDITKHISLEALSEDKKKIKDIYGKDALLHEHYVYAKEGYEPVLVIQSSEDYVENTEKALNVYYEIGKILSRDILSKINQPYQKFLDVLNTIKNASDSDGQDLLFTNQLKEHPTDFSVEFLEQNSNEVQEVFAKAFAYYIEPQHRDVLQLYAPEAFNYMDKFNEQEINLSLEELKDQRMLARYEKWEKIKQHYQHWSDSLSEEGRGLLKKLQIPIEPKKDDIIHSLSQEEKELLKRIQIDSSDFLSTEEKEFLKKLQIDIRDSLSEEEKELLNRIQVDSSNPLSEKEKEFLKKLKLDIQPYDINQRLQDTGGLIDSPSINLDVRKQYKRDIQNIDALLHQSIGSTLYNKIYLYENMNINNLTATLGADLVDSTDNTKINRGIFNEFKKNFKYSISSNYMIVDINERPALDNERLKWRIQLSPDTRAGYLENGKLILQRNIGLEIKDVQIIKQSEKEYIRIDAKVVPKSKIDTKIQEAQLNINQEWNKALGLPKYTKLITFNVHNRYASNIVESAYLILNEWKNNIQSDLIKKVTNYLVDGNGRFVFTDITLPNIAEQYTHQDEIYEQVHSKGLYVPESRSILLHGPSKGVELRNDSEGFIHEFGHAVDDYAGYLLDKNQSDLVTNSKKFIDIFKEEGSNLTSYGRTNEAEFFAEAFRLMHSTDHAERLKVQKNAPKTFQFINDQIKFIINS
An asterisk follows results filed as active. Rule as the data show it, unless noted: active = inhibition above about 30%; inconclusive = no clear call, values can overlap the other calls; inactive = below that. Not all compounds are listed (hit frequency here may not be typical).

How did CCOC(=O)N1CCC(NC(=O)CCC(=O)N2CCOc3ccc(C)cc32)CC1 do in these assays?
DUSP3 inh: 12; PfHsp40 rescue: 1.1; CCHF vOTU inh: -3; Y pestis TopoI: -2; SARS 3CLpro inh: -2; SSB-PriA inh: 0; BoNT-A LC inh2: -0.5; Vc quorum ag: -0.1; Anthrax LF inh2: -5

Results for Cn1c(=O)cc(OCCCC(=O)NCCN2CCN(c3ccccc3F)CC2)c2ccccc21 ?
DUSP3 inh: 34; PfHsp40 rescue: 0.2; CCHF vOTU inh: -6; Y pestis TopoI: 4; SARS 3CLpro inh: -2; TcdB GH inh: 0.5; SSB-PriA inh: -1; BoNT-A LC inh2: -0.1; Vc quorum ag: -1.2; Anthrax LF inh2: -3

What do the screens show for `COc1ccc(CNC(=O)CN2C(=O)NC(c3ccccc3)(c3ccccc3)C2=O)cc1`?
PfHsp40 rescue: -0.7; CCHF vOTU inh: 9; Y pestis TopoI: 4; TcdB GH inh: 4.0; SSB-PriA inh: -4; BoNT-A LC inh2: -0.3; Vc quorum ag: -8.3; Anthrax LF inh2: -8

What do the screens show for `Cc1ccc(NS(=O)(=O)c2cccc(C(=O)NN3CCOCC3)c2)cc1`?
DUSP3 inh: 15; CCHF vOTU inh: 10; SARS 3CLpro inh: -2; TcdB GH inh: 0.2

Results for O=C(COC(=O)c1ccc[n+]([O-])c1)Nc1cc([N+](=O)[O-])ccc1Cl ?
PfHsp40 rescue: -1.5; CCHF vOTU inh: -14; Y pestis TopoI: -15; TcdB GH inh: 0.8; SSB-PriA inh: -2; BoNT-A LC inh2: 0.6; Vc quorum ag: inactive; Anthrax LF inh2: -3

What do the screens show for `Cc1ccc(/C=C2\SC(=S)N(CCC(=O)N3CCOCC3)C2=O)cc1`?
DUSP3 inh: -15; PfHsp40 rescue: -0.9; CCHF vOTU inh: -1; Y pestis TopoI: -2; SARS 3CLpro inh: -4; TcdB GH inh: 0.8; SSB-PriA inh: 0; BoNT-A LC inh2: -4.1; Vc quorum ag: inactive; Anthrax LF inh2: -2

How did COc1ccccc1NC(=O)Cc1noc(CN(C)Cc2cccs2)n1 do in these assays?
DUSP3 inh: 18; PfHsp40 rescue: 0.1; CCHF vOTU inh: 9; Y pestis TopoI: 5; SARS 3CLpro inh: -1; SSB-PriA inh: 5; BoNT-A LC inh2: 1.1; Vc quorum ag: -5.0; Anthrax LF inh2: -1

Results for CN(C)S(=O)(=O)c1ccc(N=Cc2c(C(F)(F)F)[nH]n(C)c2=O)cc1 ?
DUSP3 inh: 17; PfHsp40 rescue: -0.4; CCHF vOTU inh: 13; Y pestis TopoI: 1; SARS 3CLpro inh: 2; TcdB GH inh: 0.7; SSB-PriA inh: 1; BoNT-A LC inh2: -0.3; Vc quorum ag: inactive; Anthrax LF inh2: 0

Results for CC(=O)Nc1ccc(S(=O)(=O)n2nc(C)cc2C)cc1 ?
DUSP3 inh: -2; PfHsp40 rescue: 0.4; CCHF vOTU inh: 4; Y pestis TopoI: 4; SARS 3CLpro inh: -2; SSB-PriA inh: -10; BoNT-A LC inh2: -1.1; Vc quorum ag: -1.3; Anthrax LF inh2: -1

What do the screens show for `CCOc1ccc(NC(=O)CN(C)C(=O)Cn2c(=O)cnc3ccccc32)cc1OCC`?
PfHsp40 rescue: -0.3; CCHF vOTU inh: 4; Y pestis TopoI: 1; TcdB GH inh: 1.2; SSB-PriA inh: -14; BoNT-A LC inh2: -1.3; Vc quorum ag: -0.6; Anthrax LF inh2: 1

Results for COc1ccc(NC(=S)NCC(O)c2ccccc2)c(OC)c1 (stereo not given) ?
DUSP3 inh: -7; PfHsp40 rescue: -0.6; CCHF vOTU inh: -12; Y pestis TopoI: 2; SARS 3CLpro inh: 1; TcdB GH inh: 0.3; SSB-PriA inh: -3; BoNT-A LC inh2: -0.2; Vc quorum ag: -0.1; Anthrax LF inh2: 1

Results for Cc1ccc(OC(=O)c2ccc([N+](=O)[O-])cc2Cl)cn1 ?
PfHsp40 rescue: -0.3; CCHF vOTU inh: -8; Y pestis TopoI: 5; SARS 3CLpro inh: -2; TcdB GH inh: 0.9; SSB-PriA inh: -3; BoNT-A LC inh2: -0.5; Vc quorum ag: inactive; Anthrax LF inh2: -8

Results for COc1cccc(C2=NOC(C(=O)NCc3ccccn3)C2)c1 (stereo not given) ?
DUSP3 inh: 48; PfHsp40 rescue: -0.3; CCHF vOTU inh: 16; Y pestis TopoI: 6; SARS 3CLpro inh: 2; SSB-PriA inh: -17; BoNT-A LC inh2: 1.6; Vc quorum ag: -0.2; Anthrax LF inh2: -3

Results for CCC(C)N(C(=O)COC(=O)CNC(=O)c1ccccc1F)C1CCS(=O)(=O)C1 (stereo not given) ?
DUSP3 inh: -14; PfHsp40 rescue: 0.4; CCHF vOTU inh: -8; Y pestis TopoI: 1; SARS 3CLpro inh: 4; TcdB GH inh: -1.2; SSB-PriA inh: -10; BoNT-A LC inh2: -0.2; Vc quorum ag: -0.4; Anthrax LF inh2: -5

What do the screens show for `COC(=O)CN1C(=O)N/C(=C/c2cc(OC)c(OC)cc2C)C1=O`?
DUSP3 inh: -1; PfHsp40 rescue: 1.6; CCHF vOTU inh: -3; Y pestis TopoI: 1; SARS 3CLpro inh: 2; TcdB GH inh: 1.0; SSB-PriA inh: -3; BoNT-A LC inh2: 0.2; Vc quorum ag: -0.6; Anthrax LF inh2: 1

How did CC(=O)c1ccc(OCC(=O)Nc2cccc(S(=O)(=O)N3CCCC3)c2)cc1 do in these assays?
PfHsp40 rescue: 0.0; CCHF vOTU inh: -5; Y pestis TopoI: 0; TcdB GH inh: -0.2; SSB-PriA inh: -4; BoNT-A LC inh2: -0.4; Vc quorum ag: -1.5; Anthrax LF inh2: 6

What do the screens show for `COc1ccc(C(=O)N(C)CCCC2CCCC2)cc1OC1CCN(C(C)C)CC1`?
DUSP3 inh: 80; PfHsp40 rescue: 0.7; CCHF vOTU inh: 4; Y pestis TopoI: 16; SARS 3CLpro inh: 6; TcdB GH inh: 0.5; SSB-PriA inh: 6; BoNT-A LC inh2: -0.4; Anthrax LF inh2: 4

How did COc1cc2c(cc1CNC[C@H]1O[C@@H](n3ccc(N)nc3=O)[C@H](O)[C@@H]1O)OCO2 do in these assays?
CCHF vOTU inh: -9; Y pestis TopoI: -2; TcdB GH inh: -0.3; BoNT-A LC inh2: -0.6; Vc quorum ag: -2.1; Anthrax LF inh2: 0

How did O=[N+]([O-])c1cc(-c2ccn[nH]2)ccc1Cl do in these assays?
DUSP3 inh: -16; PfHsp40 rescue: 0.5; CCHF vOTU inh: -2; Y pestis TopoI: -10; SARS 3CLpro inh: 5; TcdB GH inh: 0.3; SSB-PriA inh: -14; BoNT-A LC inh2: -0.6; Vc quorum ag: -0.2; Anthrax LF inh2: -1

How did CCN1C(=O)S/C(=C\c2ccc(N3CCOCC3)cc2C)C1=O do in these assays?
DUSP3 inh: 5; PfHsp40 rescue: -0.4; CCHF vOTU inh: -2; Y pestis TopoI: 0; SARS 3CLpro inh: 5; SSB-PriA inh: -5; BoNT-A LC inh2: 0.2; Vc quorum ag: -5.0; Anthrax LF inh2: -1

How did Cc1ccc(NCc2cccnc2)cc1 do in these assays?
DUSP3 inh: 23; PfHsp40 rescue: -0.6; CCHF vOTU inh: -4; Y pestis TopoI: -2; SARS 3CLpro inh: -3; SSB-PriA inh: -11; BoNT-A LC inh2: 0.4; Vc quorum ag: -5.9; Anthrax LF inh2: 1

What do the screens show for `CC(C)(C)CNC(=O)c1cccc2c1C(=O)c1ccc(-c3cc4ccccc4o3)cc1S2(=O)=O`?
PfHsp40 rescue: -2.4; CCHF vOTU inh: -7; Y pestis TopoI: 3; TcdB GH inh: -1.0; SSB-PriA inh: -13; BoNT-A LC inh2: 0.8; Vc quorum ag: inactive; Anthrax LF inh2: -1

How did Cc1ccc(NC(=O)CCCOc2ccccc2)cc1S(=O)(=O)N1CCOCC1 do in these assays?
PfHsp40 rescue: 0.7; CCHF vOTU inh: -3; Y pestis TopoI: 17; TcdB GH inh: 1.1; SSB-PriA inh: -6; BoNT-A LC inh2: -0.1; Vc quorum ag: -5.9; Anthrax LF inh2: 5

What do the screens show for `C/C(CC(=O)Nc1ccc(C)c(Cl)c1)=N\NC(=O)Cc1cccs1`?
DUSP3 inh: 7; PfHsp40 rescue: -0.7; CCHF vOTU inh: 5; Y pestis TopoI: -1; SARS 3CLpro inh: -1; TcdB GH inh: 0.4; BoNT-A LC inh2: 0.5; Vc quorum ag: inactive; Anthrax LF inh2: -3

How did Cc1ccc(C(=O)NC(=S)Nc2cc(C(F)(F)F)ccc2Cl)cc1 do in these assays?
DUSP3 inh: -16; PfHsp40 rescue: 2.3; CCHF vOTU inh: 8; Y pestis TopoI: -4; SARS 3CLpro inh: 3; SSB-PriA inh: -3; BoNT-A LC inh2: -1.6; Vc quorum ag: -0.3; Anthrax LF inh2: -7

What do the screens show for `Cc1ccc(S(=O)(=O)N2CCCN(S(=O)(=O)c3ccc(C)c(C)c3)CC2)cc1C`?
DUSP3 inh: 13; PfHsp40 rescue: 1.6; CCHF vOTU inh: -18; Y pestis TopoI: 8; SARS 3CLpro inh: -3; SSB-PriA inh: -9; BoNT-A LC inh2: -1.9; Vc quorum ag: inactive; Anthrax LF inh2: -7

How did COc1ccccc1NC(=O)CC(NCc1ccccc1)C(=O)O (stereo not given) do in these assays?
DUSP3 inh: -4; PfHsp40 rescue: -0.9; CCHF vOTU inh: 1; Y pestis TopoI: -6; SARS 3CLpro inh: 4; TcdB GH inh: -1.4; SSB-PriA inh: -5; BoNT-A LC inh2: 1.2; Vc quorum ag: -0.8; Anthrax LF inh2: -2

What do the screens show for `O=C1Cc2cc(S(=O)(=O)Nc3ccc(N4CCOCC4)cc3)ccc2N1`?
PfHsp40 rescue: -0.8; CCHF vOTU inh: 4; Y pestis TopoI: 2; TcdB GH inh: 1.0; SSB-PriA inh: -4; BoNT-A LC inh2: 0.4; Vc quorum ag: inactive; Anthrax LF inh2: 5

What do the screens show for `Cc1nn(Cc2ccc(Cl)cc2)c(C)c1NC(=O)C(c1ccccc1)c1ccccc1`?
DUSP3 inh: 14; PfHsp40 rescue: 1.9; CCHF vOTU inh: -8; Y pestis TopoI: -1; SARS 3CLpro inh: 7; TcdB GH inh: 2.0; SSB-PriA inh: 9; BoNT-A LC inh2: -2.9; Vc quorum ag: -0.3; Anthrax LF inh2: -4

What do the screens show for `N#CCNC(=O)c1nn2c(C(F)(F)F)cc(-c3ccccc3)nc2c1Br`?
DUSP3 inh: -28; PfHsp40 rescue: 0.0; CCHF vOTU inh: -12; Y pestis TopoI: 3; SARS 3CLpro inh: -1; TcdB GH inh: 1.3; SSB-PriA inh: -10; BoNT-A LC inh2: -4.3; Vc quorum ag: -8.3; Anthrax LF inh2: -26

Results for O=C(C/C=N\OCc1ccc([N+](=O)[O-])cc1)Nc1ccccc1 ?
DUSP3 inh: 21; PfHsp40 rescue: 1.0; CCHF vOTU inh: 19; Y pestis TopoI: -1; SARS 3CLpro inh: 3; TcdB GH inh: -4.3; BoNT-A LC inh2: -0.2; Vc quorum ag: -0.3; Anthrax LF inh2: -3

What do the screens show for `COCCCNC(=O)CN(Cc1ccc(Cl)cc1)S(C)(=O)=O`?
DUSP3 inh: -8; PfHsp40 rescue: 0.7; CCHF vOTU inh: 27; Y pestis TopoI: 3; SARS 3CLpro inh: -1; TcdB GH inh: -2.9; SSB-PriA inh: 0; BoNT-A LC inh2: -0.6; Vc quorum ag: -0.5; Anthrax LF inh2: -2

An excerpt from further up, for reference:
How did Cc1ccc(C(=O)NC(=S)Nc2cc(C(F)(F)F)ccc2Cl)cc1 do in these assays?
DUSP3 inh: -16; PfHsp40 rescue: 2.3; CCHF vOTU inh: 8; Y pestis TopoI: -4; SARS 3CLpro inh: 3; SSB-PriA inh: -3; BoNT-A LC inh2: -1.6; Vc quorum ag: -0.3; Anthrax LF inh2: -7

What do the screens show for `Cc1ccc(S(=O)(=O)N2CCCN(S(=O)(=O)c3ccc(C)c(C)c3)CC2)cc1C`?
DUSP3 inh: 13; PfHsp40 rescue: 1.6; CCHF vOTU inh: -18; Y pestis TopoI: 8; SARS 3CLpro inh: -3; SSB-PriA inh: -9; BoNT-A LC inh2: -1.9; Vc quorum ag: inactive; Anthrax LF inh2: -7
